From PubChem BioAssay
m5-HT2A agonist = agonists of mouse serotonin 5-HT2A receptor (HTR2A). CHO-K1 mHTR2A beta-arrestin complementation, luminescence; percent of 30 µM serotonin response. P35363. hit rate 0.66% among 360,000. AID 624169. activation, % at 7.6 µM;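 active means activation above a run cutoff, the mean activation of all tested compounds plus 3 SD, cut at about 14% in these data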;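 further: 0% = plate median of compound wells and 100% = 30 µM serotonin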
aDG glyco act = alpha-DG glycosylation activation. activation, % at 10 µM. hit rate 0.22% among 360,000. AID 624168. Pro5-aDG cells, alpha-DG glycosylation AlphaScreen (IIH6); 0% Pro5, 100% B10-LARGE cell signal;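 active means activation of at least 8% versus controls, or a plate z-score of at least 8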;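 further: Pro5 are CHO cells carrying HIG-tagged alpha-DG that lacks glycosylation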
PDI inh = inhibitors of human protein disulfide isomerase. P07237. PDI insulin aggregation turbidity, A650, 90 min. inhibition, % at 10 µM. hit rate 0.052% among 350,000;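 active means mean inhibition across replicates of 30% or more, whatever share of single replicates reach that level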;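 further: absorbance from insulin aggregation driven by PDI reduction with DTT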
Vif imaging = inhibitors of HIV Vif; HEK293T cells, Vif self-association by quenched fluorescence, imaging, 24 h; inhibition, % at 7.49 µM; hit rate 0.35% among 340,000; AID 602346; in the data active means inhibition above about 50%, passing the limit was not always enough; further: some results filed as inactive read as strong as hits
Granule exo inh = blocks lytic granule exocytosis; inhibition, % at 10 µM; hit rate 0.66% among 360,000; TALL-104 LAMP-1 surface exposure, flow cytometry; cells stimulated with thapsigargin and PMA;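 active means inhibition above about 55%, limit read from the data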
ABCB6 inh MLPCN = blocks the human ABCB6 transporter | Q9NP58 | K562-ABCB6 porphyrin accumulation, flow cytometry, 1 h; stronger effect = lower value | fluorescence ratio to DMSO, % at 10 µM | hit rate 0.19% among 360,000;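 active means fluorescence ratio to DMSO below 75%, the collection mean minus 3 SD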;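 further: signal is porphyrin accumulated inside mitochondria; 100% equals median channel fluorescence of DMSO control wells; lower ratio means ABCB6 inhibition with less porphyrin fluorescence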
Target sequence (Q9NP58 whole entry, looked up): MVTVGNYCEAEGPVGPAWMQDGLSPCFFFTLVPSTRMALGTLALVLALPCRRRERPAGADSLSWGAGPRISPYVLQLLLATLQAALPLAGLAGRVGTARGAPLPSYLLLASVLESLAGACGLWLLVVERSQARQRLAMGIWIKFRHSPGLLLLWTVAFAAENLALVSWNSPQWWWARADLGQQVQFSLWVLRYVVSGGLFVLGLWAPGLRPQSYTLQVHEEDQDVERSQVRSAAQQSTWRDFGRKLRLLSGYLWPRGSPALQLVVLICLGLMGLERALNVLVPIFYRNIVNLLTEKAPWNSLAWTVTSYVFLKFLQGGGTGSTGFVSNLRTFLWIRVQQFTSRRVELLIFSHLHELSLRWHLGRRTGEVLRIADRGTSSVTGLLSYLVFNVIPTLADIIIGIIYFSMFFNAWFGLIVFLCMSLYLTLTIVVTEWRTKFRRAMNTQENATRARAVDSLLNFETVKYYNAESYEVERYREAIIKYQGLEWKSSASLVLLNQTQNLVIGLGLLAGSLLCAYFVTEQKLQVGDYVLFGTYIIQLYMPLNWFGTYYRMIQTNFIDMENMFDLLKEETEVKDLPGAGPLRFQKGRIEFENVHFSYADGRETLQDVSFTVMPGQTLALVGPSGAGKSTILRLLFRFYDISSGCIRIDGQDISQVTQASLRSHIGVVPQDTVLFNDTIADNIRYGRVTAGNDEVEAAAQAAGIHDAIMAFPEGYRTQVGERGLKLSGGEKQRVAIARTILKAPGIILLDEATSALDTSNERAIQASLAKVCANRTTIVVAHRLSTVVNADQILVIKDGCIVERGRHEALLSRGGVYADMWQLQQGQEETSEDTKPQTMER
Glyco luc inh = N-linked glycosylation inhibition | D54 ERlucT glycosylation luciferase reporter, 24 h; percent of 100 nM tunicamycin response | reporter increase, % at 12.5 µM | hit rate 0.23% among 360,000 | AID 588692;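 active means mean luciferase reporter signal, scaled so untreated is 0 and the glycosylation-blocking control 100, at or above a set limit in every replicate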;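 further: luciferase carries N-glycosylation sites so blocking glycosylation raises the light; 0% = median of neutral control wells and 100% = median of 100 nM tunicamycin wells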
CaV13 FRET inh = Primary screen for inhibitors of IQ motif and Ca2+-dependent inactivation inhibitor domain binding in CACNA1D, Förster resonance energy transfer in living cells, …; HEK cells, CFP/YFP FRET ICDI-IQ, plate reader, 10 min; percent FRET-ratio fall versus neutral wells; inhibition, % at 12.3 µM; hit rate 0.098% among 340,000;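 active means mean replicate inhibition of at least 30% and at least 1% of replicates passing that level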;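 further: 0% = median of the neutral control wells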
H9c2 protect = protects H9c2 cardiomyocytes from peroxide injury; H2O2 injury protection, ATPLite, 2 h; protection from H2O2 cell death, % at 20 µM; hit rate 0.63% among 360,000;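 active means compounds giving at least 50% protection of heart cells from peroxide-induced death in the single-dose screen, raw or plate-pattern-corrected value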;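 further: 0% = DMSO wells with peroxide and 100% = DMSO wells without peroxide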
iPSC survival up = increases survival of single human iPS cells | hiPSC single-cell survival, ATPlite luminescence; 100% = ROCK inhibitor wells, 0% = DMSO | survival enhancement, % at 20 µM | hit rate 0.044% among 360,000; in the data active means survival enhancement above about 18%;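 further: cells exposed to compounds for 16 hours before the ATP read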
* marks the source's active call; other numbers are inactive results; . = no result given. Not a hit list; 3.1% or so of the library scored in one or more.

SMILES	m5-HT2A agonist	aDG glyco act	PDI inh	Vif imaging	Granule exo inh	ABCB6 inh MLPCN	Glyco luc inh	CaV13 FRET inh	H9c2 protect	iPSC survival up
O=C(COc1ccc2ccc(=O)oc2c1)NCC(O)c1ccccc1 (centres undefined)	2	0.0	1	4	-2	90	1	-3	-1	0.8
O=S(=O)(Nc1cccc(S(=O)(=O)N2CCCC2)c1)c1ccc(F)cc1	-4	-0.1	0	-2	3	100	0	.	2	-0.3
CCCCn1nc(C(=O)N[C@@H](CCSC)c2nc3ccccc3[nH]2)c2ccccc2c1=O	1	0.0	-5	.	4	105	9	.	22	6.1
Clc1ccc(CSc2cc3c(nn2)-c2ccccc2CC3)cc1	-6	0.0	1	-1	0	100	2	.	-21	-1.2
COc1ccc(CCNS(=O)(=O)c2ccc(Cl)s2)cc1OC	6	-0.1	-3	-3	0	88	0	.	2	3.5
CN(C)CCCNC(=O)/C(=N\O)c1ccccc1	-3	0.0	-2	.	-2	99	1	.	6	-1.2
O=C(Nc1ccc(S(=O)(=O)N2CCOCC2)cc1)C1CCN(S(=O)(=O)c2ccc(F)cc2)CC1	-3	0.3	5	17	-9	88	-3	-7	-9	1.5
COc1ccccc1NC(=O)Cn1nc(-c2ccc3c(c2)OCCO3)ccc1=O	3	0.4	2	-6	8	99	2	9	1	-0.8
Cc1c(N=c2scc(-c3ccccc3)n2CCO)c(=O)n(-c2ccccc2)n1C	-3	-0.1	3	17	1	98	-4	-4	1	0.0
CCN(CC)c1ccc(NC(=O)c2cccc(F)c2)c(C)c1	0	0.9	-1	-10	2	101	12	-4	2	0.2
O=C(COc1coc(CN2CCN(c3ccccc3F)CC2)cc1=O)N1CCc2ccccc21	8	0.0	-3	-6	6	93	-1	-6	-9	0.4
CCN(CC(=O)NCc1ccc(Cl)cc1)C(=O)c1cc(OC)cc(OC)c1	4	0.0	0	6	2	99	2	-3	-1	0.3
O=C(Nc1ccccc1F)c1ccccc1C(=O)Nc1ccccc1F	-3	0.0	1	16	-7	98	1	-5	5	-0.3
COCCOC(=O)N/C=C\c1nc2ccccc2c(=O)[nH]1	2	-0.2	7	-2	-6	105	5	-6	65*	-1.3
COc1ccc2cc(C(=O)NCc3ccccc3)c(=Nc3ccc(C(=O)O)cc3)oc2c1	6	-0.8	-2	2	40	104	3	3	-2	-0.2
COC(=O)Cc1[nH]n(-c2ccccc2)c(=O)c1C(C)=Nc1ccccc1	2	0.4	-2	19	-3	100	-3	-4	5	1.7
Cn1c(CCC(=O)OCC(=O)Nc2ccc(Oc3ccccc3)cc2)nc(=O)c2ccccc21	-1	-0.3	9	4	0	97	-2	-4	5	3.0
COc1ccc(NC(=O)COC(=O)CCc2ccc(S(=O)(=O)N3CCOCC3)cc2)cc1Cl	3	-0.2	13	11	11	101	2	-1	2	-1.2
CC(=O)Nc1ccc(NC(=O)c2ccc(-c3ccccc3Cl)o2)cc1	0	-0.2	-3	.	-3	90	1	-4	-12	-0.2
CN(C)c1nc(-c2cccnc2)nc(-c2ccccc2)c1C#N	3	0.2	0	5	5	99	-1	-18	6	0.3
COc1ccccc1OCC(=O)Nc1ncc(C)s1	-3	-0.2	13	-3	-2	91	-11	-6	-15	-0.3
O=C(CCc1ccc(S(=O)(=O)NC2CCCCC2)cc1)NCc1cccnc1	1	0.5	0	5	-1	103	2	-2	5	-0.7
CC(C)CNC(=O)[C@H](Cc1ccccc1)NC(=O)c1ccco1	3	-0.2	7	19	-1	94	0	-3	-7	-1.8
Oc1ccc(-c2cnc3c(Nc4cccc(OC(F)(F)C(F)F)c4)nccn23)cc1	-5	0.6	-4	-33	1	89	3	-5	-7	5.2
CCC(C)(C)NC(=O)C(c1ccc(C)o1)N(C(=O)c1csnn1)c1cccc(F)c1 (centres undefined)	2	-0.1	1	-3	-1	100	1	-3	2	2.7
COc1cc(C)nc(NCc2ccccc2)n1	-7	-0.1	-6	1	1	96	3	-4	0	4.3
Cc1ccc(NC(=S)NCc2ccc(S(N)(=O)=O)cc2)c(C)c1	5	0.1	16	-2	-2	99	0	-4	-3	1.3
CS(=O)(=O)N1CCN(c2ccc(NC(=O)CSc3nnc(-c4ccco4)o3)cc2)CC1	-1	0.0	7	-4	-1	99	1	-2	-8	0.5
Cc1ccc(F)cc1NC(=O)c1sc2ncn(CC(=O)N3CCN(c4ccccn4)CC3)c(=O)c2c1C	1	0.0	1	5	-6	96	2	-3	-1	0.0
CC(C)N(CCC#N)C(=O)Nc1ccc2c(c1)CCO2	2	-0.1	-3	2	-2	99	1	-2	-2	1.0
COc1ccc(NC(=O)C2Cc3c(-c4ccccc4Oc4ccccc4)ccnc3O2)cc1OC (centres undefined)	-1	0.1	9	-38	5	97	-5	-7	-7	2.0
COc1ccccc1C(=O)NNC(=O)c1ccc2ccccc2c1	-1	-0.1	7	2	-10	98	-1	-1	-8	-0.4
CCn1nnnc1SCC(=O)N1CCOCC1	4	-0.2	-1	-3	-1	91	0	0	5	-1.3
COc1cc(NC(=O)CSc2nc3ccccc3c(=O)n2C)ccc1NC(=O)c1ccco1	-21	-0.2	7	2	-1	95	-1	-8	-6	-3.6
CCC(=O)N1CCCC1(C)C(=O)Nc1ccc(OC(F)F)cc1 (centres undefined)	8	-0.1	0	8	6	99	0	-8	-1	-1.8
O=C(Oc1c(-c2ccccc2)c(=O)n2c3c(cccc13)CC2)c1ccco1	11	0.0	-16	-11	5	98	3	-19	21	0.4
COc1ccc(C(=O)N2CCCC(c3nc(-c4ccc(OC)c(OC)c4)no3)C2)c(OC)c1 (centres undefined)	13	0.0	5	3	-1	130	-2	-8	2	-1.6
Cn1c2ccc(F)cc2c2nnc(NN)nc21	-5	-0.1	7	-14	12	95	-1	-4	56*	-0.8
O=C(N/N=C/C1CC2CCC1C2)c1ccc2c(c1)OCO2 (centres undefined)	-6	-0.2	1	0	1	96	4	-1	1	-0.1
Cc1ccccc1OCCCn1c(CO)nc2ccccc21	-11	0.0	-1	2	2	97	0	.	-9	-0.4
O=C(O)C(Cc1ccccc1)NS(=O)(=O)c1ccc(Cl)cc1 (centres undefined)	3	0.0	6	0	1	98	0	-4	1	1.6
CCOC(=O)C1CCN(C(=O)COC(=O)CSc2ccc(C(N)=O)cc2[N+](=O)[O-])CC1	-5	0.2	-5	4	-4	104	1	-10	12	0.3
Cc1ccc(NC(=O)CSc2nnc(-c3cnccn3)n2Cc2ccco2)cc1C	1	-0.2	-1	-1	2	96	-2	-5	3	2.3
COC(=O)Cc1ccc(NC(=S)N2CCCCC2C)cc1 (centres undefined)	1	-0.2	1	-21	15	100	2	-3	-14	0.3
COc1cc(OC)cc(C(=O)N[C@H](C(=O)NCc2cccs2)C(C)C)c1	-5	0.2	6	0	0	94	-1	-2	2	0.2

Some of the entries so far, with values under each structure.
Results follow in this order: m5-HT2A agonist | aDG glyco act | PDI inh | Vif imaging | Granule exo inh | ABCB6 inh MLPCN | Glyco luc inh | CaV13 FRET inh | H9c2 protect | iPSC survival up
> CCn1nnnc1SCC(=O)N1CCOCC1
    4 | -0.2 | -1 | -3 | -1 | 91 | 0 | 0 | 5 | -1.3
> Cc1ccccc1OCCCn1c(CO)nc2ccccc21
    -11 | 0.0 | -1 | 2 | 2 | 97 | 0 | . | -9 | -0.4
> CCOC(=O)C1CCN(C(=O)COC(=O)CSc2ccc(C(N)=O)cc2[N+](=O)[O-])CC1
    -5 | 0.2 | -5 | 4 | -4 | 104 | 1 | -10 | 12 | 0.3
> COc1ccc(NC(=O)C2Cc3c(-c4ccccc4Oc4ccccc4)ccnc3O2)cc1OC (centres undefined)
    -1 | 0.1 | 9 | -38 | 5 | 97 | -5 | -7 | -7 | 2.0
> COC(=O)Cc1ccc(NC(=S)N2CCCCC2C)cc1 (centres undefined)
    1 | -0.2 | 1 | -21 | 15 | 100 | 2 | -3 | -14 | 0.3
> Cc1ccc(NC(=O)CSc2nnc(-c3cnccn3)n2Cc2ccco2)cc1C
    1 | -0.2 | -1 | -1 | 2 | 96 | -2 | -5 | 3 | 2.3

(listing goes on)
SMILES	m5-HT2A agonist	aDG glyco act	PDI inh	Vif imaging	Granule exo inh	ABCB6 inh MLPCN	Glyco luc inh	CaV13 FRET inh	H9c2 protect	iPSC survival up
CC(=O)Nc1c(Cl)cc2c(c1Cl)Cc1ccccc1-2	0	0.1	-6	-5	-1	98	-4	-6	3	15
CC(=O)NC(Cc1c[nH]c2ccccc12)C(=O)NCc1ccco1 (centres undefined)	0	0.1	-11	14	-13	99	3	-4	-2	-0.6
COc1ccc(C(=O)COC(=O)c2nn(C)cc2Cl)cc1	1	-0.1	-11	10	5	96	2	-3	8	-0.5
CN(CCc1ccccc1)C(=O)c1cccc(NC(=O)Cc2cccc(NC(=O)C3CCCN(S(=O)(=O)c4cccc([N+](=O)[O-])c4)C3)c2)c1 (centres undefined)	-1	0.0	2	8	0	100	-3	-7	2	-1.6
COc1ccc(C2CC(c3cccs3)=Nc3ccccc3S2)cc1OC (centres undefined)	2	0.1	-9	-4	2	97	3	-8	6	-1.4
COc1ccc(/C=C/C(=O)N(C)Cc2cccs2)cc1S(=O)(=O)N1CCOCC1	-8	-0.1	1	-3	-3	98	-1	-3	4	1.2
CN1CCN(C(=S)NC(=O)c2ccco2)CC1	-3	-0.1	3	-5	12	93	-1	-7	4	-0.4
Cc1nc(S/C(=C/c2ccc(-c3ccc(C(=O)O)cc3)o2)C(=O)O)n[nH]1	-2	-0.1	7	3	0	97	2	-23	7	-0.6

As a short view, 5 of the compounds above.
SMILES	m5-HT2A agonist	aDG glyco act	PDI inh	Vif imaging	Granule exo inh	ABCB6 inh MLPCN	Glyco luc inh	CaV13 FRET inh	H9c2 protect	iPSC survival up
CN(CCc1ccccc1)C(=O)c1cccc(NC(=O)Cc2cccc(NC(=O)C3CCCN(S(=O)(=O)c4cccc([N+](=O)[O-])c4)C3)c2)c1 (centres undefined)	-1	0.0	2	8	0	100	-3	-7	2	-1.6
COc1ccc(C2CC(c3cccs3)=Nc3ccccc3S2)cc1OC (centres undefined)	2	0.1	-9	-4	2	97	3	-8	6	-1.4
COc1ccc(/C=C/C(=O)N(C)Cc2cccs2)cc1S(=O)(=O)N1CCOCC1	-8	-0.1	1	-3	-3	98	-1	-3	4	1.2
CN1CCN(C(=S)NC(=O)c2ccco2)CC1	-3	-0.1	3	-5	12	93	-1	-7	4	-0.4
Cc1nc(S/C(=C/c2ccc(-c3ccc(C(=O)O)cc3)o2)C(=O)O)n[nH]1	-2	-0.1	7	3	0	97	2	-23	7	-0.6
